Compound activity (PubChem)
TNAP activation fold = human TNAP enzyme activators, primary screen, biochemical, luminescent, no phosphate acceptor, uHTS (AID 1001) | Alkaline phosphatase, tissue-nonspecific isozyme (Homo sapiens) | purified TNAP, luminescent activation assay, no phosphate acceptor; higher activation fold means a stronger effect | one-dose activation fold at 20 µM; EC50 in µM for titrated hits | 200,000 compounds, 0.03% hits; in the data active = activation fold from about 3, or a potency from the dose series; inactive = the rest, 99 in 100 with activation fold below about 1.6; note: many of its hits are not listed in these tables
T cell modulator = modulators of CD8 T cell-vesicle binding, primary screen, mouse 2C CD8+ T cells, flow cytometry | calls only at 7 µM | 2C CD8+ T cell-vesicle binding; active compounds read low | 330,000 compounds, 0.068% hits | AID 2052, 2009;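 active = response, share of CD8 T cells binding vesicles, and their 90th percentile fluorescence all below set limits, cut at about 80% in these data, passing the limit was not always enough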
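Material: 2C TCR transgenic mouse naive CD8+ T cells, MACS-purified. Also added: QL9-charged Drosophila Ld/ICAM-1/B7-1 vesicles. Timing: binding 1.5 h at 37 °C. Measured by: high-throughput flow cytometry with anti-B7-1 and anti-CD8 staining. Read-out: percent CD8+ FL2 mean versus row control. Controls: Unloaded micro-vesicles (low), QL9 vesicles with 0.7% DMSO (high).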
Myeloid diff 2 = induction of myeloid progenitor differentiation, primary screen, cell-based, flow cytometry, MLPCN library. calls only at 10 µM. 360,000 compounds, 1% hits. ER-HoxA9 myeloid progenitors, lysozyme-GFP differentiation. AID 624256, 2012;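 active = normalized GFP-positive differentiation at or above the plate's own cutoff, the solvent-only control mean plus 3 SD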;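 note: cells exposed to compound for four days before flow analysis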
b-catenin transl = modulators of beta-catenin nuclear translocation, primary screen, imaging, HeLa cells, immunofluorescence, high-content; nuclear translocation activity, % at 5 µM; 190,000 compounds, 0.3% hits; AID 1665, 2009;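 active = nuclear translocation activity above 50% at 5 µM, with a well cell count of 50 or more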;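 note: per-cell ratio of nuclear to cytoplasmic median beta-catenin stain intensity; plate controls were DMSO negative control for no effect and GSK-3 inhibitor IX positive control for full effect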
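System: Human HeLa cells, endogenous beta-catenin | Compound dosing: 5 µM primary, 0.02–20 µM confirmation | Timing: 24 h compound exposure at 37°C, 5% CO2 | Measured by: Fluorescence imaging of beta-catenin antibody stain plus DAPI | Read-out basis: % activation of per-cell nuclear versus cytoplasmic median beta-catenin signal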
PMI inhibitors = inhibitors of human PMI, primary screen, biochemical, fluorescence intensity, coupled assay (AID 1209); purified PMI enzyme, coupled fluorescence intensity; higher % means a stronger effect; one-dose inhibition, % at 20 µM; IC50 in µM for titrated hits; 190,000 compounds, 0.42% hits; in the data active = inhibition above about 50%;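 note: plate controls were DMSO vehicle for no effect and wells lacking substrate for full effect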
MT stabilizer = microtubule stabilizers in HeLa cells, primary screen, imaging, high-content imaging; HeLa tubulin immunostaining HCS, 24 h; share of cells brighter than vehicle mean+2SD; % tubulin-high responders, % at 10 µM; 200,000 compounds, 0.83% hits;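 active = plate Z-score above 3 for both tubulin-high and condensed-nucleus cell shares, with cell loss under 80%, at 10 µM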;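 note: anti alpha tubulin signal scored within the nucleus-defined area of each cell; some results filed as inactive read as strong as hits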
Lipid droplet = inhibitors of hepatocyte lipid droplet formation, primary screen, imaging, high-throughput imaging, BODIPY stain | AML12 mouse hepatocytes, oleate lipid droplets | inhibition, % at 6.5 µM | 240,000 compounds, 0.4% hits | AID 1656, 2009;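 active = lipid droplet intensity inhibited by at least 50%, with more than 500 cells counted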
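System: AML12 hepatocytes (mouse). Probe or stimulus: oleic acid at 100 µM to induce lipid droplet formation. Times: overnight treatment with compound plus oleate. Detection: Image-based BODIPY and DAPI two-channel analysis. Evaluation: percent inhibition of filter-corrected integrated lipid droplet intensity per well.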
Dynein cargo inh = inhibitors of GR-EGFP nuclear translocation, primary screen, dynein cargo transport inhibitor project, imaging, high-content, 3617.4 mouse cells. AID 1381, 2008. test concentration mostly 20 µM; stimulated with dexamethasone, 1 µM; active compounds read low. z-score, hits read low. 220,000 compounds, 0.47% hits;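 active = plate z-score of nuclear minus cytoplasmic receptor signal below a set negative limit, without overly bright fluorescence or cell loss, cut at about -3.5 in these data, passing the limit was not always enough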;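 note: z-score of nuclear minus cytoplasmic ring GR-EGFP intensity difference per well; some compounds called inactive have numbers as strong as hits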
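Also added – dexamethasone, 1.0 µM final · Buffer or medium – tet-free, stripped-serum medium · Schedule – induction 48 h, compound 1 h, agonist 30 min · Detection – formaldehyde fixation, Hoechst nuclear stain, 10x automated fluorescence imaging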
Ins promoter up = insulin promoter activators in MIN6 cells, imaging, high-content screening, mouse beta cells; MIN6 insulin promoter-GFP reporter; active compounds read high; z-score at 5 µM; 190,000 compounds, 0.3% hits; AID 1625, 2009;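 active = z-score above 3 at 5 µM with at least 500 cells counted in the well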
Dynein cargo inh cytoplasmic EGFP = also measured in Dynein cargo inh; calls as there; z-score; measured here: cytoplasmic GR-EGFP intensity; active compounds read high
Dynein cargo inh nuclear GR-EGFP = second read-out of Dynein cargo inh, no call of its own (marks repeat the call); z-score; measured here: nuclear GR-EGFP intensity;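 lower value marks the stronger effect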
Dynein cargo inh cell count = also measured in Dynein cargo inh; calls as there; z-score; measured here: cell count per field
Ins promoter up cell count = further read-out of Ins promoter up, marked with its call; cell count; measured here: cytotoxicity, nuclei count;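 total cells summed across four imaged fields per well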
Lipid droplet cells 6.5 µM = also measured in Lipid droplet; calls as there; cell count; measured here: cell count, cytotoxicity flag;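 cells counted across two imaged fields per well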
b-catenin transl cell count 5 µM = also measured in b-catenin transl; calls as there; cell count; measured here: cell count, cytotoxicity flag
T cell modulator vesicle-bound % = second read-out of T cell modulator, no call of its own (marks repeat the call); double positive events, %; measured here: CD8+ vesicle-bound cell fraction;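 binding gate set so that unloaded-vesicle control wells show 10% double positive cells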
MT stabilizer Hoechst-high % = further read-out of MT stabilizer, marked with its call; % Hoechst-high responders; measured here: nuclear condensation Hoechst responders;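 share of cells brighter than vehicle mean plus two SD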
MT stabilizer cytotoxicity % = recorded beside MT stabilizer, whose call it bears; toxicity, %; measured here: cytotoxicity by cell density;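 0% = mean cell density of plate MIN control wells and 100% = no cells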
Myeloid diff 2 GFP+ MAC1+ % = second read-out of Myeloid diff 2, no call of its own (marks repeat the call); GFP+ MAC1+ double positive, %; measured here: differentiation confirmed by MAC1 staining
* = called active by the depositor.

For CCOC(=O)N1CCN(Cc2cc(=O)oc3ccc4ccccc4c23)CC1 the results were TNAP activation fold 1.1, T cell modulator inactive, Myeloid diff 2 inactive, PMI inhibitors 18%, MT stabilizer 3.0, Lipid droplet -17, Dynein cargo inh 1.5, Ins promoter up -0.24, Dynein cargo inh cytoplasmic EGFP 1.7, Dynein cargo inh nuclear GR-EGFP 0.15, Dynein cargo inh cell count 1.9, Ins promoter up cell count 1244, Lipid droplet cells 6.5 µM 684, T cell modulator vesicle-bound % 36, MT stabilizer Hoechst-high % 1.7, MT stabilizer cytotoxicity % 2.5 and Myeloid diff 2 GFP+ MAC1+ % 1.4.
Cc1nnc(NC(=O)CSc2nnc(-c3ccco3)o2)s1 was read as TNAP activation fold 1.1, T cell modulator inactive, Myeloid diff 2 inactive, b-catenin transl -1.3, PMI inhibitors 0%, MT stabilizer 3.6, Lipid droplet 9, Dynein cargo inh -0.58, Ins promoter up 0.55, Dynein cargo inh cytoplasmic EGFP -0.21, Dynein cargo inh nuclear GR-EGFP -0.31, Dynein cargo inh cell count 0.97, Ins promoter up cell count 1154, Lipid droplet cells 6.5 µM 680, b-catenin transl cell count 5 µM 1087, T cell modulator vesicle-bound % 56, MT stabilizer Hoechst-high % 2.1, MT stabilizer cytotoxicity % 8.3 and Myeloid diff 2 GFP+ MAC1+ % 0.3.
Screening COc1ccc(OC)c(NC(=O)Cn2c(CCC(=O)O)ccc2-c2ccc(C)cc2)c1 returned TNAP activation fold 1, T cell modulator inactive, Myeloid diff 2 inactive, b-catenin transl -1.4, PMI inhibitors -4%, MT stabilizer 4.6, Lipid droplet -4, Dynein cargo inh -0.27, Ins promoter up -0.11, Dynein cargo inh cytoplasmic EGFP -0.18, Dynein cargo inh nuclear GR-EGFP 0.052, Dynein cargo inh cell count 0.74, Ins promoter up cell count 1224, Lipid droplet cells 6.5 µM 695, b-catenin transl cell count 5 µM 1108, T cell modulator vesicle-bound % 10, MT stabilizer Hoechst-high % 1.8, MT stabilizer cytotoxicity % 7.0 and Myeloid diff 2 GFP+ MAC1+ % 1.1.
COc1cccc(N(CC(=O)Nc2ccccc2C)S(C)(=O)=O)c1 was read as TNAP activation fold 1.1, T cell modulator inactive, Myeloid diff 2 inactive, b-catenin transl -2.4, PMI inhibitors -9%, MT stabilizer 7.6, Dynein cargo inh 1.7, Ins promoter up 0.08, Dynein cargo inh cytoplasmic EGFP -0.34, Dynein cargo inh nuclear GR-EGFP 1.3, Dynein cargo inh cell count -1.5, Ins promoter up cell count 1496, b-catenin transl cell count 5 µM 989, T cell modulator vesicle-bound % 24, MT stabilizer Hoechst-high % 2.1, MT stabilizer cytotoxicity % 13 and Myeloid diff 2 GFP+ MAC1+ % 1.0.
Screening O=C1C=C(NC2CC2)C2(CCCCC2)O1 returned TNAP activation fold 1.1, T cell modulator inactive, Myeloid diff 2 inactive, b-catenin transl -2.6, PMI inhibitors 14%, MT stabilizer 2.5, Dynein cargo inh -0.5, Ins promoter up 0.74, Dynein cargo inh cytoplasmic EGFP -0.22, Dynein cargo inh nuclear GR-EGFP 0.071, Dynein cargo inh cell count 0.27, Ins promoter up cell count 1527, b-catenin transl cell count 5 µM 986, T cell modulator vesicle-bound % 35, MT stabilizer Hoechst-high % 1.9, MT stabilizer cytotoxicity % 17 and Myeloid diff 2 GFP+ MAC1+ % 0.8.
`CCN(CC)C(=O)CCCSc1nnc(Nc2ccccc2F)s1` gave TNAP activation fold 1, T cell modulator inactive, Myeloid diff 2 inactive, b-catenin transl -0.4, PMI inhibitors -11%, MT stabilizer 6.5, Lipid droplet -8, Dynein cargo inh -0.37, Ins promoter up 0.29, Dynein cargo inh cytoplasmic EGFP -0.33, Dynein cargo inh nuclear GR-EGFP -0.24, Dynein cargo inh cell count 0.88, Ins promoter up cell count 1149, Lipid droplet cells 6.5 µM 696, b-catenin transl cell count 5 µM 1119, T cell modulator vesicle-bound % 26, MT stabilizer Hoechst-high % 2.5, MT stabilizer cytotoxicity % 9.3 and Myeloid diff 2 GFP+ MAC1+ % 0.0.
CCOC(=O)N1CCN(C(=O)CN(c2ccc(OC)cc2)S(C)(=O)=O)CC1 was read as TNAP activation fold 1.1, T cell modulator inactive, Myeloid diff 2 inactive, b-catenin transl -1.4, PMI inhibitors -16%, MT stabilizer 2.4, Lipid droplet 15, Dynein cargo inh 0.46, Ins promoter up -0.05, Dynein cargo inh cytoplasmic EGFP -0.24, Dynein cargo inh nuclear GR-EGFP -0.055, Dynein cargo inh cell count 0.19, Ins promoter up cell count 1170, Lipid droplet cells 6.5 µM 777, b-catenin transl cell count 5 µM 1202, T cell modulator vesicle-bound % 48, MT stabilizer Hoechst-high % 2.7, MT stabilizer cytotoxicity % 6.9 and Myeloid diff 2 GFP+ MAC1+ % 0.7.
Screening COc1ccc(CCNC(=S)N2CCC(C(N)=O)CC2)cc1 returned T cell modulator inactive, Myeloid diff 2 inactive, b-catenin transl -1.2, Lipid droplet 0, Dynein cargo inh -1.2, Ins promoter up 0.56, Dynein cargo inh cytoplasmic EGFP -0.22, Dynein cargo inh nuclear GR-EGFP 0.033, Dynein cargo inh cell count 0.35, Ins promoter up cell count 1090, Lipid droplet cells 6.5 µM 657, b-catenin transl cell count 5 µM 1387, T cell modulator vesicle-bound % 51 and Myeloid diff 2 GFP+ MAC1+ % 0.6.
O=C(Cn1ccc([N+](=O)[O-])n1)Nc1nccs1 was read as TNAP activation fold 1.1, T cell modulator inactive, Myeloid diff 2 inactive, b-catenin transl 1.3, PMI inhibitors -8%, MT stabilizer 2.1, Lipid droplet 8, Dynein cargo inh 0.5, Ins promoter up -0.46, Dynein cargo inh cytoplasmic EGFP -0.23, Dynein cargo inh nuclear GR-EGFP -0.18, Dynein cargo inh cell count 0.32, Ins promoter up cell count 1508, Lipid droplet cells 6.5 µM 642, b-catenin transl cell count 5 µM 482, T cell modulator vesicle-bound % 49, MT stabilizer Hoechst-high % 2.3, MT stabilizer cytotoxicity % 2.7 and Myeloid diff 2 GFP+ MAC1+ % 0.5.
Screening CSc1nnc([C@@H](NC(=O)OC(C)(C)C)C(C)C)o1 returned TNAP activation fold 1.1, T cell modulator inactive, Myeloid diff 2 inactive, b-catenin transl -2.6, PMI inhibitors 2%, MT stabilizer 2.1, Dynein cargo inh -0.073, Ins promoter up 0.02, Dynein cargo inh cytoplasmic EGFP -0.19, Dynein cargo inh nuclear GR-EGFP -0.045, Dynein cargo inh cell count 0.11, Ins promoter up cell count 1246, b-catenin transl cell count 5 µM 939, T cell modulator vesicle-bound % 11, MT stabilizer Hoechst-high % 1.7, MT stabilizer cytotoxicity % 8.3 and Myeloid diff 2 GFP+ MAC1+ % 0.8.
For CCOC(=O)C1C(=O)CC(C)(O)C(C(=O)OCC)C1c1ccc(F)cc1 (stereo not drawn) the results were TNAP activation fold 1, T cell modulator inactive, Myeloid diff 2 inactive, b-catenin transl -1.0, PMI inhibitors -8%, MT stabilizer 2.3, Lipid droplet 1, Dynein cargo inh -0.6, Ins promoter up -0.49, Dynein cargo inh cytoplasmic EGFP 0.022, Dynein cargo inh nuclear GR-EGFP -0.094, Dynein cargo inh cell count 0.18, Ins promoter up cell count 847, Lipid droplet cells 6.5 µM 817, b-catenin transl cell count 5 µM 1306, T cell modulator vesicle-bound % 39, MT stabilizer Hoechst-high % 1.0, MT stabilizer cytotoxicity % 9.1 and Myeloid diff 2 GFP+ MAC1+ % 1.6.
Cc1cc2c(nc1C)CCCN2C[C@@H](C)O/N=C1/[C@H]2CCn3c(=O)n(-c4ccccc4)c(=O)n3[C@H]2[C@H](O)[C@@H]2O[C@H]12 was read as TNAP activation fold 1, T cell modulator inactive, PMI inhibitors -4%, MT stabilizer 3.3, Lipid droplet -41, Dynein cargo inh -1.2, Ins promoter up -0.18, Dynein cargo inh cytoplasmic EGFP -0.24, Dynein cargo inh nuclear GR-EGFP 0.037, Dynein cargo inh cell count 0.47, Ins promoter up cell count 1276, Lipid droplet cells 6.5 µM 716, T cell modulator vesicle-bound % 11, MT stabilizer Hoechst-high % 4.2 and MT stabilizer cytotoxicity % 6.8.
